Screens as filed in PubChem.
CXCR6 block: inhibitors of human CXCR6 receptor; CHO-K1 PathHunter CXCR6 beta-arrestin, luminescence; O00574; actives 0.36% (n = 360,000); inhibition, % at 20 µM; in the data active means inhibition above about 34%, passing the limit was not always enough;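 further: antagonist mode with CXCL16 agonist at 10 nM final; 0% = 10 nM CXCL16 with DMSO and 100% = unstimulated wells without agonist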
Target sequence (O00574 whole entry, looked up): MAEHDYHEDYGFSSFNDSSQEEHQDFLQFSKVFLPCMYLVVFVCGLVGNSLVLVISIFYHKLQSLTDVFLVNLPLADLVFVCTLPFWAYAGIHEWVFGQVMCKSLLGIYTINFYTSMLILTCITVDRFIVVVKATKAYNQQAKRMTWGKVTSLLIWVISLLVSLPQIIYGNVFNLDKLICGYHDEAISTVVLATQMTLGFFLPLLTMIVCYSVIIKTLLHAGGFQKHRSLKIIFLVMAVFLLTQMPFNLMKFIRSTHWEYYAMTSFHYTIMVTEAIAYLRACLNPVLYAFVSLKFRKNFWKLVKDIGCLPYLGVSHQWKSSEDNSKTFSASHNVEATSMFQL
UPR XBP1 act: adaptive UPR (XBP1) activation; CHO-XBP1 luciferase reporter, IRE1-XBP1 UPR activation, luminescence; percent of tunicamycin response, DMSO as zero; activation, % at 20 µM; actives 0.33% (n = 330,000); AID 463104;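 active means versus positive control, 20 µM dose yields 30% or more activation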;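 further: 100% = tunicamycin at 10 µg/mL and 0% = DMSO only wells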
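Material: IRE1-XBP1 luciferase reporter CHO line / Quantity: one thousand reporter cells per well / Buffer or medium: F12 with 10% serum / Compound: 20 µM single concentration, DMSO 1% / Times: 6 h treatment, 37 °C / Detection: Steady-Glo luciferase glow luminescence, 10 min after reagent addition / Benchmarks: tunicamycin high, DMSO low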
UPR CHOP act: apoptotic UPR (CHOP) activation; actives 0.34% (n = 330,000); CHO-CHOP luciferase reporter, luminescence; percent of tunicamycin response over DMSO baseline; activation, % at 10 µM; AID 449763;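 active means at 10 µM dose, activation of 40% or more, normalized to positive control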;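 further: 100% = tunicamycin at 10 µg/mL and 0% = DMSO alone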
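Assay system: CHO cells with stable CHOP pathway luciferase reporter; Buffer or medium: F12 plus 10% serum; Times: 16-18 h cell attachment, then 6 h compound exposure, 37 °C; Signal: luciferase luminescence; Read-out basis: percent activation relative to tunicamycin control; Control set: tunicamycin high control, DMSO low control.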
APJ antagonist: blocks the human apelin receptor APJ; P35414; CHO-K1 APJ beta-arrestin complementation, luminescence; inhibition, % at 20 µM; actives 0.32% (n = 330,000);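 active means inhibition above about 40% at 20 µM, limit read from the data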;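 further: cells challenged with 10 nM apelin-13 agonist together with compound; plate controls were apelin-13 plus DMSO wells for no effect and DMSO wells lacking apelin-13 for full effect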
tim23-1 inh: inhibits growth of tim23-1 mutant yeast. S. cerevisiae tim23-1 growth, BacTiter-Glo luminescence, 24 h. inhibition, % at 20 µM. actives 1.3% (n = 330,000);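 active means growth inhibition of the mutant yeast at or above 50%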;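 further: temperature-sensitive mutant grown at 25 °C; plate controls were DMSO-treated mutant yeast for no effect and medium wells lacking yeast for full effect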
EBI2 block: antagonists of human EBI2 receptor; AID 651636; actives 0.81% (n = 360,000); inhibition, % at 5 µM; EBI2 beta-arrestin recruitment, luminescence, 7a,25-OHC stimulated; P32249; in the data active means inhibition above about 38%;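 further: enzyme fragment complementation signal reports receptor beta-arrestin coupling in cells; 0% = agonist plus DMSO wells and 100% = wells without agonist; some results beyond the cut were filed as inactive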
Target sequence (P32249 whole entry, looked up, the tested form may be a part): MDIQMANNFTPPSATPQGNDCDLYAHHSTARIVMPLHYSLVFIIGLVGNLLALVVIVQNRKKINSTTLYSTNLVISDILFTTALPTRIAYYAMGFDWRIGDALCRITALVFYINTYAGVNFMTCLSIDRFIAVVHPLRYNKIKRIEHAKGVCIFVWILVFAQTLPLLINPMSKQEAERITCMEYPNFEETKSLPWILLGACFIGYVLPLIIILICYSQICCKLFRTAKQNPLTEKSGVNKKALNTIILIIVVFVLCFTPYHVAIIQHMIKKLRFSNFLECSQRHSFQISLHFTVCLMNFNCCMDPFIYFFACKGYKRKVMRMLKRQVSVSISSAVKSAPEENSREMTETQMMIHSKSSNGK
APJ ag: APJ receptor agonism | P35414 | CHO-K1 APJ PathHunter beta-arrestin, luminescence; 0% DMSO wells, 100% apelin | activation, % at 20 µM | actives 0.11% (n = 330,000) | AID 2520;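 active means activation more than six SD over the plate average, tested at 20 µM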;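 further: 0% = DMSO alone and 100% = apelin-13 at 10 nM; some results filed as inactive read as strong as hits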
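Incubation: overnight seeding, 90 min compound at 25 °C, 1 h detection; test system: PathHunter CHO-K1 APJ (AGTRL-1) beta-arrestin reporter cells; amount: 1000 cells/well; doses: one dose, 20 µM compound, 1% DMSO; measured by: beta-gal luminescence; measure: agonist-driven arrestin binding to APJ; benchmarks: negative DMSO alone, positive Apelin-13 at 10 nM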
Mdm2-MdmX inh: disrupts the human Mdm2-MdmX interaction. O15151+Q00987. SaOS-2 split-luciferase Mdm2/MdmX complementation, luminescence. inhibition, % at 8 µM. actives 3% (n = 330,000);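 active means inhibition of at least 50% at 8 µM in the primary screen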
CCR6 antagonist: blocks CCL20-driven beta-arrestin recruitment at human CCR6 | P51684 | CHO-K1 CCR6 PathHunter beta-arrestin, luminescence, CCL20-stimulated | inhibition, % at 20 µM | actives 0.49% (n = 340,000);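 active means compounds whose inhibition of the agonist-driven luminescence signal at 20 µM reaches about 50%, limit read from the data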;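 further: cells stimulated with CCL20 at 14 nM final; plate controls were DMSO with CCL20 for no effect and DMSO without agonist for full effect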
Target sequence (P51684 whole entry, looked up): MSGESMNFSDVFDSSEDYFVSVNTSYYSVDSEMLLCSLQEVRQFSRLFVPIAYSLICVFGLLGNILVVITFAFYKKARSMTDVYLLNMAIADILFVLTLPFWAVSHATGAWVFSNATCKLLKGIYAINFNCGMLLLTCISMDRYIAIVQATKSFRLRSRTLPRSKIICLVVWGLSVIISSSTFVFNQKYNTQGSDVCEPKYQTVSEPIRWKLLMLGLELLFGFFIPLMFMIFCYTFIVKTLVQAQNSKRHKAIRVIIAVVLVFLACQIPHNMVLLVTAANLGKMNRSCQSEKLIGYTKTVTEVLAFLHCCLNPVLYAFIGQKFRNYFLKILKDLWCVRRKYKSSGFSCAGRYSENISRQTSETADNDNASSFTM
Starred values were filed as active, the others as inactive.

SMILES	CXCR6 block	UPR XBP1 act	UPR CHOP act	APJ antagonist	tim23-1 inh	EBI2 block	APJ ag	Mdm2-MdmX inh	CCR6 antagonist
CC(C)c1ccc(OCC(O)CN2CCCC2)cc1 (stereo not given)	0	-1	-0.8	-8	7	7	6	-23	10
Cn1c(C(C(=O)NCC2CCCO2)N(C(=O)Cn2nnc3ccccc32)C2CCCCC2)nc2ccccc21 (stereo not given)	4	-1	-1.3	-5	-4	-3	-3	-5	-7
Cc1cccc(OCC(O)CN2CCN(S(=O)(=O)c3ccc(C)cc3C)CC2)c1 (stereo not given)	4	0	-1.7	3	9	55*	0	-5	7
CN(C(=O)COC(=O)c1ccc([N+](=O)[O-])cc1)c1ccccc1	-21	-2	-1.0	-33	10	-11	0	19	-8
CCCOC(c1ccccc1)(c1ccc(C(F)(F)F)cc1)C(Oc1nc(C)cc(C)n1)C(=O)O (stereo not given)	-4	-4	-1.8	-10	16	-3	-3	32	13
C/C(=N\Nc1ccc([N+](=O)[O-])cc1)c1ccco1	27	3	5.5	18	-17	19	-6	-133	41
CN(C(=O)COn1nnc2ccc(S(=O)(=O)N3CCOCC3)cc21)c1ccccc1	1	1	0.5	18	3	3	-3	21	0
O=C(O)c1sccc1OCc1ccccc1	-5	0	-1.4	-2	4	-3	-2	19	-6
CCC(C)[C@H]1CNCCN1CCCc1cc(OC)c(OC)c(OC)c1 (stereo not given in full)	2	-1	-0.9	19	2	0	-3	26	1
O=C(Nc1c2c(nn1-c1ccccc1)CS(=O)C2)c1ccc(Br)o1 (stereo not given)	3	-5	-2.8	11	13	2	-5	27	11
CCOC(=O)N1CCN(c2c(N3CCOCC3)c(=O)c2=O)CC1	3	-2	1.9	-6	8	-3	2	-8	5
C/C(=N\Nc1ccc(Cl)c(Cl)c1)c1ccc(-n2ccnc2)cc1	-30	-2	-0.2	-9	12	34	0	30	-33
COc1ccc(CC(=O)NCCS(=O)(=O)N2CCN(c3ccccc3)CC2)cc1OC	0	0	0.0	19	10	-2	9	-4	12
CN(Cc1nccn1C)C(=O)CC1C(=O)NCCN1Cc1ccccc1C(F)(F)F (stereo not given)	-9	-2	0.9	-4	2	8	-1	-2	6
CCN(C(=O)CSc1cccc[n+]1[O-])C1CCCCC1	-4	2	0.7	2	6	5	-3	12	6
Cc1ccc(C(=O)OCC(=O)N2CCC(C)CC2)cc1S(=O)(=O)N1CCCCC1	-7	-2	0.7	9	27	-6	3	13	-2
OCCCc1nc2n(n1)C(c1ccccc1)C=C(c1ccccc1)N2 (stereo not given)	1	2	-0.9	-4	2	5	-4	-14	-11
Cc1ccc(C)c(OCC(=O)NC(Cc2c[nH]c3ccccc23)C(=O)O)c1 (stereo not given)	-1	-2	-0.9	3	2	0	-2	-1	-12
O=C(NCc1cccnc1)C(=O)NCC(c1ccco1)N1CCN(c2ccccc2)CC1 (stereo not given)	-3	-1	2.6	5	8	7	-1	-49	2
CC(=O)Nc1ccc(C2=NNC(=Nc3cccc(S(=O)(=O)N(C)C)c3)SC2)cc1	-2	-1	-0.7	7	4	13	1	20	0
O=C(Nc1nc2ccccc2s1)C1CCCO1 (stereo not given)	1	-2	1.5	21	9	-7	-4	-35	1
COc1ccc(-n2nc(C(=O)NCC(=O)NCc3ccco3)c3ccccc3c2=O)cc1Cl	6	1	0.4	20	2	6	-2	13	6
O=C(O)CC(c1cccc(C(F)(F)F)c1)N1CCS(=O)(=O)CC1 (stereo not given)	-4	-1	-1.1	-19	9	-3	-3	-22	-3
CCOc1ccc(C(=O)C(C)OC(=O)Cn2[nH]c(=O)c3ccccc3c2=O)cc1 (stereo not given)	2	-2	2.6	11	7	-3	-4	9	9
CCn1c(=NC(=O)c2ccc(S(=O)(=O)N3CCOCC3)cc2)sc2cccc(OC)c21	-9	6	7.1	1	31	8	5	4	2
Cc1nn(C(C)C(=O)N2CCCC2)c(=O)c2nn(-c3ccccc3)c(C)c12 (stereo not given)	-8	-3	-0.2	16	-4	-7	0	7	-8
CN(C)c1cccc(C(=O)N2CCC(n3nccc3NC(=O)C3CCOC3)CC2)c1 (stereo not given)	8	-6	2.8	23	0	-5	-7	15	10
COc1ccccc1NC(=O)Cn1c(CCC(=O)O)ccc1-c1ccc(C)cc1	3	-3	-0.8	-2	-3	-19	-2	-26	2
CC1CCCN(CCCNC(=O)c2cn(C)c3ccc(S(=O)(=O)N(C)C4CCCCC4)cc3c2=O)C1 (stereo not given)	-4	1	1.4	22	-6	-8	3	41	-3
O=C(Nc1nccs1)c1ccc(S(=O)(=O)NCC2CCCCC2)cc1	-2	0	2.0	4	17	0	1	26	-13

Compound profiles, from the list above:
CCn1c(=NC(=O)c2ccc(S(=O)(=O)N3CCOCC3)cc2)sc2cccc(OC)c21 in the list: CXCR6 block = -9; UPR XBP1 act = 6; UPR CHOP act = 7.1; APJ antagonist = 1; tim23-1 inh = 31; EBI2 block = 8; APJ ag = 5; Mdm2-MdmX inh = 4; CCR6 antagonist = 2
COc1ccc(-n2nc(C(=O)NCC(=O)NCc3ccco3)c3ccccc3c2=O)cc1Cl in the list: CXCR6 block = 6; UPR XBP1 act = 1; UPR CHOP act = 0.4; APJ antagonist = 20; tim23-1 inh = 2; EBI2 block = 6; APJ ag = -2; Mdm2-MdmX inh = 13; CCR6 antagonist = 6

The main list resumes; the two compounds before the break are reprinted first.
SMILES	CXCR6 block	UPR XBP1 act	UPR CHOP act	APJ antagonist	tim23-1 inh	EBI2 block	APJ ag	Mdm2-MdmX inh	CCR6 antagonist
CC1CCCN(CCCNC(=O)c2cn(C)c3ccc(S(=O)(=O)N(C)C4CCCCC4)cc3c2=O)C1 (stereo not given)	-4	1	1.4	22	-6	-8	3	41	-3
O=C(Nc1nccs1)c1ccc(S(=O)(=O)NCC2CCCCC2)cc1	-2	0	2.0	4	17	0	1	26	-13
O=C(NC1CCSC1=O)C1CC(=O)N(c2ccc(F)cc2)C1 (stereo not given)	4	1	-2.5	0	3	5	-4	23	-3
COC(=O)CCCC1=CC2=CC(=O)C(C)(OC(=O)c3cccs3)C(=O)C2=CN1c1cccc(C#N)c1 (stereo not given)	-16	1	1.9	-94	3	-15	2	-13	8
CCCCN(C)CCn1c(=S)[nH]c2ccc(N3CCOCC3)cc2c1=O	0	2	-3.5	-8	3	4	0	8	14
CCC/C(=C1/c2ccccc2C(=O)N1c1ccccc1)c1ccc2c(c1)OCCO2	7	0	-0.4	14	5	-6	-1	29	7
Cc1csc(NC(=O)Cc2ccccc2Cl)n1	8	6	4.2	-5	19	-1	-4	-13	25
CCOC(=O)CN(C(=O)COc1nc(-c2ccccc2)cc(C)c1C#N)c1ccccc1C	7	-2	-0.5	10	30	15	-5	40	10
CCOC(=O)C(=CNNc1cccc(Cl)c1)C(=O)OCC	0	-3	3.2	15	55*	-9	1	17	18
COC(=O)c1ccccc1NC(=O)CN1C(=O)CSC1=O	-4	-1	1.0	11	17	-4	8	-26	0
COc1ccc(Cn2nnnc2C(CC(C)C)N2CCN(c3ccccc3)CC2)cc1 (stereo not given)	15	-3	-0.2	11	19	20	-5	24	13
CCC(=O)N1CCC2(CC1)Oc1ccc(F)cc1C(=O)C21CC(c2ccccc2)=NO1 (stereo not given)	4	3	1.2	4	10	-10	3	31	12
COCCN(C(=O)CSc1nncn1-c1ccccc1)c1c(N)n(Cc2ccccc2)c(=O)[nH]c1=O	4	-1	2.1	-28	-3	-1	-2	-15	6
CCOc1ccccc1NC(=O)CN(C)S(=O)(=O)c1cccc2nsnc12	2	0	2.1	18	1	5	-2	21	8
CC(C)(C)Cc1nnc(NC(=O)CCc2ccccc2)s1	-2	-1	4.0	-2	23	-11	4	-32	1
C=CCn1c(SCC(=O)Nc2c(C)n(C)n(-c3ccccc3)c2=O)nc2scc(-c3ccccc3)c2c1=O	8	0	0.2	8	14	1	-1	27	15
Cc1cc(NC(=O)CCC2CCCC2)no1	9	0	5.1	5	7	-12	1	0	4
Cc1cccc(C)c1-n1nnnc1C(C)(C)N1CCN(N=O)CC1	3	-3	-2.2	6	12	1	-2	0	5
O=C(NCCc1nc2ccccc2[nH]1)/C(=C/c1ccc2c(c1)OCO2)NC(=O)c1ccccc1	-3	-2	-1.0	-9	4	-18	-2	6	5
Cc1cc(OCC(=O)Nc2ccc(CN3CCOCC3)cc2)c2c(C)c(C)c(=O)oc2c1	-13	-6	-0.2	-5	19	-12	-3	58*	19
COc1ccc(CNC(=O)N2CCc3ccccc3C2)cc1	-5	0	3.8	5	15	-1	-1	15	7
CCOC(=O)C(NC(C)=O)C(O)c1ccc([N+](=O)[O-])cc1 (stereo not given)	-3	-3	2.9	-1	6	-6	-2	11	11
CC(C)Oc1ccc(N2C(=O)c3ccccc3C2=O)cc1	0	1	2.3	-6	20	-8	2	-12	7
O=c1c2oc3ccccc3c2ncn1Cc1ccc(Cl)cc1	7	1	4.6	1	-7	-8	-1	-1	3
CCOc1ccc(NC(=O)CSc2nc3ccccc3c(=O)n2CCNC(C)=O)cc1	-6	3	1.2	5	-11	-22	-1	-2	11
CC(NC(=O)/C(=C\c1ccco1)NC(=O)c1ccco1)C(=O)O (stereo not given)	9	-4	0.1	8	-4	-3	0	7	-6
CCCN(CCC)CCCNC(=O)c1ccc2c(Cl)c3c(nc2c1)CCC3	6	-4	2.3	-3	10	3	0	9	21
Cc1cc(Cl)ccc1OCC(=O)N[C@@H](Cc1ccccc1)c1nc2ccccc2[nH]1	0	8	-1.3	-1	-14	4	0	22	8
COC(=O)C1=C(N)Oc2cc(C)n(CCc3ccccc3)c(=O)c2C1c1cccnc1 (stereo not given)	7	0	6.4	-1	12	10	1	-12	10
Cc1ccc(Cn2ccc(NC(=O)C3C4CCC(C4)C3C(=O)O)n2)cc1 (stereo not given)	-2	-2	-0.9	10	7	-2	-2	3	3
Cc1ccccc1N(C(=O)CCCC(=O)Nc1ccccn1)C(C(=O)NC1CCCC1)c1ccc(O)cc1 (stereo not given)	5	-5	0.1	7	10	10	2	15	11
COc1ccc(S(=O)(=O)N(C)C[C@H]2Oc3c(NC(=O)Nc4c(C)noc4C)cccc3C(=O)N([C@H](C)CO)C[C@@H]2C)cc1	2	-1	-0.9	4	8	1	-2	31	5
O=C(CN1CCN(c2ccc(F)cc2)CC1)Nc1cc(C(F)(F)F)ccc1Cl	3	0	-0.2	5	36	-1	-2	17	0
Cc1cc(C)n(CC(=O)NC2C(=O)N3C(C(=O)O)=C(CSc4nnc(C)s4)CSC23)n1 (stereo not given)	-8	-1	0.0	-6	14	-5	-3	0	9
O=C1C2C(c3ccccc3)CC=CC2[C@H](c2ccoc2)N1Cc1ccccc1 (stereo not given in full)	11	1	1.1	-2	8	3	-6	2	28
Cc1ccc(NC(=O)CCCc2ccccc2)nc1	11	-2	3.5	-8	8	-3	-1	-25	1

Some of the compounds tested; count on the stated rates, not on these rows.
